Screening data (PubChem BioAssay)
hgDAF12 agonist = H. glycines DAF-12 receptor agonists, primary screen, cell-based, luminescence, HEK293, GAL4 fusion, UAS-luciferase. AID 687014, 2013. Nuclear hormone receptor DAF-12 (Heterodera glycines), GAL4 fusion. 370,000 tested, 1.8% active. activation, % at 6.8 µM. HEK293 GAL4-hgDAF12 UAS-luciferase reporter, agonist luminescence; normalized to butyrate control;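 active = activation above a cutoff set at the mean of all screened compounds plus 3 SD, cut at about 10% in these data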;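 note: 0% = DMSO wells and 100% = sodium butyrate wells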
ADAM17 inh = ADAM17 inhibitors, primary screen, biochemical, QFRET. Disintegrin and metalloproteinase domain-containing protein 17 (Homo sapiens), P78536. recombinant ADAM17, EDANS/DABCYL FRET peptide cleavage. inhibition, % at 6.95 µM. 370,000 tested, 0.83% active. AID 720648, 2013;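 active = inhibition above the mean of compounds lying between control limits plus 3 SD, set per campaign, cut at about 8.5% in these data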;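 note: 0% = DMSO-only wells as the low control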
FXN GAA850 act = FXN promoter activators, primary screen, cell-based, luciferase luminescence, HEK293 lucGAA850; HEK293 lucGAA850 FXN promoter luciferase reporter, 24 h; percent of 10 µM SAHA response; activation, % at 6 µM; 360,000 tested, 0.56% active;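 active = activation above the average of all compounds screened plus 3 SD, cutoff fixed separately per campaign, cut at about 7.5% in these data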;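 note: 0% = DMSO wells and 100% = 10 µM SAHA wells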
PG9 Ab binder = binders of HIV-1 gp120 antibody PG9, primary screen, biochemical, TR-FRET; AID 624416, 2012; HIV-1 gp120 / PG9 antibody interaction; TR-FRET gp120-PG9 antibody binding; 360,000 tested, 0.43% active; inhibition, % at 6.7 µM; in the data active = inhibition above about 8.5%
ssDAF12 agonist = S. stercoralis DAF-12 nuclear receptor activators, primary screen, cell-based, luminescence, HEK293, GRIP1 co-expression, lit1-tk-luc | Nuclear hormone receptor DAF-12 (Strongyloides stercoralis) | HEK293 ssDAF-12/GRIP1 lit1-tk-luc reporter; % of 3 µM dafachronic acid response | activation, % at 6.8 µM | 370,000 tested, 1% active | AID 652126, 2013;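 active = activation above the mean over all tested compounds plus 3 SD, cut at about 0.9% in these data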;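 note: 0% = DMSO-only wells and 100% = 3 µM delta7-dafachronic acid wells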
ADAM10 inh = human ADAM10 inhibitors, primary screen, biochemical, QFRET, HTS; inhibition, % at 7 µM; 370,000 tested, 0.62% active; AID 720582, 2013; Disintegrin and metalloproteinase domain-containing protein 10 (Homo sapiens), O14672; recombinant ADAM10, EDANS/DABCYL FRET peptide cleavage, 3 h;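 active = inhibition above a per-campaign cutoff equal to the mean of compounds falling between control-based bounds plus 3 SD, cut at about 20% in these data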;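 note: 0% = DMSO wells while the 100% control is not disclosed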
SMARCA2 activ = SMARCA2 (BRM) function activators, primary screen, cell-based, luminescence, high throughput; MG213 cells, MMTV-luciferase reporter, dexamethasone, overnight; activation, % at 9.1 µM; 370,000 tested, 1% active; AID 652017, 2013; in the data active = activation above about 7.8%;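 note: 0% = vehicle wells and 100% = reference activator wells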
DAX1 inh-1 = DAX1 (NR0B1) inhibitors on StAR promoter, primary screen, cell-based, luminescence, SF-1 (NR5A1), full-length DAX-1 | AID 652010, 2013 | inhibition, % at 6.8 µM | 370,000 tested, 1.1% active | HEK293T StAR-luciferase reporter, SF-1/DAX-1 repression relief;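 active = inhibition above the mean over all tested compounds plus 3 SD, cut at about 3.6% in these data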;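 note: 0% = DAX-1 cells with DMSO and 100% = cells lacking DAX-1 with DMSO; higher inhibition means more luminescence from relief of DAX-1 repression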
DAX1 inh-2 = DAX1 (NR0B1) inhibitors, primary screen, cell-based, HEK293, Gal4-DAX1, luciferase luminescence | Nuclear receptor subfamily 0 group B member 1 (Homo sapiens), P51843 | HEK293 Gal4-DAX1 luciferase reporter | inhibition, % at 6.75 µM | 340,000 tested, 0.99% active | AID 504766, 2011;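 active = inhibition above the mean over all tested compounds plus 3 SD, cut at about 4.2% in these data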;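 note: 0% = DAX1-transfected cells with DMSO and 100% = empty-vector control cells with DMSO; inhibition shows as a rise in luminescence from relieved DAX1 repression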
hcDAF-12 act = H. contortus DAF-12 nuclear receptor activators, primary screen, cell-based, luminescence, HEK293, lit1-tk-luc reporter. 370,000 tested, 1.4% active. AID 652067, 2013. activation, % at 6.8 µM. HEK293 hcDAF-12 lit1-tk-luc reporter; 0% DMSO, 100% Δ7-dafachronic acid;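 active = activation above the mean of all tested compounds plus 3 SD, cut at about 5.5% in these data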;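 note: 100% = response to 3 µM Δ7-dafachronic acid high control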
GC-A act = GC-A stimulated cGMP production enhancers – HEK293 GC-A cells, cGMP TR-FRET, EC30 ANP, primary screen | Atrial natriuretic peptide receptor 1 (Homo sapiens), P16066 | 0% at EC30 ANP, 100% saturating ANP | activation, % at 10 µM | 370,000 tested, 0.14% active | AID 1671463, 2021; in the data active = activation above about 40%
Target sequence (P16066 whole entry, looked up): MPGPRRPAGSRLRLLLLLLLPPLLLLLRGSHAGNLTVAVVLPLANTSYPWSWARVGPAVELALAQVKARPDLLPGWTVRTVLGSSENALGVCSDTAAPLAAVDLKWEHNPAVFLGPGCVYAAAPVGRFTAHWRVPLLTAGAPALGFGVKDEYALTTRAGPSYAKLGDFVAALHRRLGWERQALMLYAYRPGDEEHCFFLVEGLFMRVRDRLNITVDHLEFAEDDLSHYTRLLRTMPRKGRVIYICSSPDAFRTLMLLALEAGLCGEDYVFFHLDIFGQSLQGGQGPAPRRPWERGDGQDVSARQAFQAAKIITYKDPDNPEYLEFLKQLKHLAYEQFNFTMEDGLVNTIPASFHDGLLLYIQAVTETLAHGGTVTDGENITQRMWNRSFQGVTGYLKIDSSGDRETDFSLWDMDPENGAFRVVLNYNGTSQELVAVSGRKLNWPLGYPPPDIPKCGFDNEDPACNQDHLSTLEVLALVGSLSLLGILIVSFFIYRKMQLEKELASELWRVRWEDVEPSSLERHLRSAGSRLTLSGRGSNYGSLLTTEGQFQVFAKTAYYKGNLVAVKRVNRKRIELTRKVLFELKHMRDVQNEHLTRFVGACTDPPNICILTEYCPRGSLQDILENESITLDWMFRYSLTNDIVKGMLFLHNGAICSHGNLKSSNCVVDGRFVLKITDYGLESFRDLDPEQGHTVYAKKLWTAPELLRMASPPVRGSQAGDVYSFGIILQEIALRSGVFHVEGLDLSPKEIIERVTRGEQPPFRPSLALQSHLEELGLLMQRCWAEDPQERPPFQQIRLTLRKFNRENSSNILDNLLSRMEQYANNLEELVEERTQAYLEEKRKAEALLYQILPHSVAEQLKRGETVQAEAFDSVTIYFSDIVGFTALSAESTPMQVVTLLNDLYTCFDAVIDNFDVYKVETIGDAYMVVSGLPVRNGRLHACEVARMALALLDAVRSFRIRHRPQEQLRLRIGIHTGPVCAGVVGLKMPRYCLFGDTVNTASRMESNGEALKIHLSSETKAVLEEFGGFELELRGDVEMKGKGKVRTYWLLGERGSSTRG
* hit, by the source's call; i = inactive; x = no result given.

SMILES	hgDAF12 agonist	ADAM17 inh	FXN GAA850 act	PG9 Ab binder	ssDAF12 agonist	ADAM10 inh	SMARCA2 activ	DAX1 inh-1	DAX1 inh-2	hcDAF-12 act	GC-A act
COc1cccc(C(C)(O)c2nc(-c3ccc(OC)c(OC)c3)cs2)c1 (stereo not drawn)	-2.1	1	2.6	0.2	-1.2	5	-2	-1.3	x	-1.9	6
CCCCNC(=O)C[C@@H]1C[C@@]2(C(=O)OC)CC(C)(C)CC=C2N(Cc2ccc3c(c2)OCO3)C1=O	-4.3	3	x	0.1	-1.0	-2	3	-1.4	x	-0.1	-3
Cn1c2ccccc2c2nnc(SCc3ccc4nonc4c3)nc21	-2.8	2	3.0	1.1	-1.3	0	-2	-0.2	0.3	0.3	3
Cc1ccc(NC=C(S(=O)(=O)c2ccccc2)S(=O)(=O)c2ccccc2)c(C)c1	0.1	8	-0.8	-1.2	-1.3	9	-2	-0.5	2.4	-0.5	-12
COc1ccc(NS(=O)(=O)c2c(C)[nH]c(=O)[nH]c2=O)c(OC)c1	3.1	-1	-4.5	-4.0	-0.3	2	-4	0.6	1.0	1.0	5
COc1ccc2nc(Cl)c(C3CC(c4ccco4)=NN3C(=O)CCCC(=O)O)cc2c1 (stereo not drawn)	2.8	-4	2.0	-0.8	-1.4	5	3	0.1	-0.8	0.9	2
CC(=O)Nc1ccc(S(=O)(=O)Nc2nc3ccccc3nc2Nc2ccc(S(N)(=O)=O)cc2)cc1	0.1	-41	-0.4	0.9	-0.7	-73	2	-0.3	0.8	3.3	5
O=c1[nH]c(C(F)(F)F)nc2ccc3ccccc3c12	0.8	-1	1.2	-3.0	-1.2	-5	-2	0.0	-0.7	-0.5	-3
Cc1cc(C)c(S(=O)(=O)N/N=C/c2ccc([N+](=O)[O-])o2)c(C)c1	1.1	-3	0.2	-2.8	-0.9	-3	-2	-2.3	-0.5	2.0	-1
Cc1ccc(S(=O)(=O)n2c(C)nc3ccccc32)cc1	-1.4	0	2.7	-1.2	-1.4	5	-1	-0.2	1.1	-1.6	-3
O=C(c1cc(Br)ccc1Cl)N1CCN(c2ncccn2)CC1	1.2	-6	-0.3	-1.2	-1.1	-14	-2	0.3	-1.4	0.8	2
CCCCn1nc(C(=O)NCC(c2cccs2)N2CCOCC2)c2ccccc2c1=O (stereo not drawn)	0.2	5	0.7	-3.3	-1.6	3	-3	-2.3	-0.9	-2.9	-5
COC(=O)Cc1cc(=O)oc2cc(OC)ccc12	-0.5	-220	2.5	-1.7	-2.1	i	0	0.9	-1.0	-0.7	5
COc1ccccc1C(=O)C1CCCN(C(=O)c2ccc(C(C)=O)s2)C1 (stereo not drawn)	-1.1	-3	4.1	-0.7	-0.5	-3	-1	-0.2	0.6	-0.8	0
O=C(O)COc1ccc(-c2nc(-c3ccccc3)c(-c3ccccc3)[nH]2)cc1	-0.4	-25	1.8	1.4	-1.6	-72	-1	-0.3	0.7	0.6	0
CN(C)CCCNC(=O)CC(c1ccc(F)cc1)c1ccco1 (stereo not drawn)	0.0	0	2.0	-1.3	-0.7	2	1	-1.0	0.7	-0.3	-2
COc1ccc(Cl)cc1NC(=O)NCCN1CCNC1=O	1.9	-1	1.8	-2.8	-0.8	-1	2	0.0	2.1	-1.1	-2
O=C(Nc1ccc(F)cc1)OCc1cn(Cc2ccccc2)nn1	-1.6	-4	x	x	-0.3	-1	-1	-1.0	x	-0.8	-1
CC(C)C(=O)Nc1cc2c3c(c1)CCC(=O)N3CCC2	1.5	2	3.1	1.1	-0.6	2	-2	-0.2	-0.3	-0.4	1
CC1(C)NC(=S)NC1=S	-1.6	3	2.0	-1.8	-0.8	-9	1	0.4	0.7	-0.9	-5
O=C(NCc1ccccc1)C(c1ccc(F)cc1)N(C(=O)c1csnn1)C1CCCC1 (stereo not drawn)	0.0	1	-0.8	-0.3	-1.6	3	-3	-0.3	0.4	-0.1	-4
COc1ccc(S(=O)(=O)N2CCC(O)(c3cccnc3)CC2)cc1OC	-3.9	3	1.2	-1.3	0.0	0	0	0.2	0.4	-0.8	-2
CC(=O)NCC(=O)N1CCCC(C(=O)c2ccc(Oc3ccccc3)cc2)C1 (stereo not drawn)	-0.6	-9	-1.6	-2.0	-0.1	-31	-2	-0.7	-0.4	1.9	4
COc1cc(NC(=S)N2CCCC2)cc(OC)c1	0.6	1	-1.5	-2.0	-1.0	-3	-2	0.3	-0.1	-0.5	3
Cn1c(=O)c2c(nc(Oc3ccccc3Cl)n2C)n(C)c1=O	0.1	-3	-1.0	-0.7	-1.4	-8	-2	-0.9	-1.1	-1.4	6
O=C(CCC(=O)N(CC(=O)NC1CCCCC1)c1ccc(F)cc1)Nc1ccccn1	0.4	0	1.9	2.9	-0.9	-1	0	0.5	0.6	0.9	1
COc1ccc(NC(=O)CN(C)C(=O)c2ccc(S(=O)(=O)N3CCOCC3)cc2)cc1	-0.3	-2	-1.3	-0.6	-0.9	-2	1	0.3	0.3	0.0	1
CN1CCN(NC(=O)c2cc(-c3ccccn3)nc3ccccc23)CC1	0.4	0	0.5	1.0	0.6	5	0	0.5	1.5	3.2	2
CC(=O)C1=C(O)C(=O)OC1c1ccc(Cl)cc1 (stereo not drawn)	1.1	-1	-1.6	-0.3	-0.5	8	4	-0.2	4.4*	-0.5	-1
CCOc1ccc(S(=O)(=O)Nc2cccc(C(=O)N3CCN(c4cccc(OC)c4)CC3)c2)cc1	-1.8	5	1.7	1.7	-0.5	11	-4	-0.9	-0.5	-1.2	-2
Cc1cc(=O)[nH]c(SCC(=O)N2CCCC(C)C2)n1 (stereo not drawn)	-2.5	0	1.5	-2.4	-0.8	7	2	0.0	-0.2	-1.6	-4
S=c1sc2c(Cl)ncnc2n1-c1ccccc1	-2.3	-1	2.9	1.2	-2.8	-3	-8	-1.0	-3.0	-1.5	-43
CSc1cc(-c2ccc(Cl)cc2)n(Cc2ccccc2)c(=O)c1C#N	1.7	-2	-1.8	-4.0	-1.2	-4	1	0.3	0.1	-0.6	10
COCCc1nc2ccc(C(=O)N3CCCCC3COC)cc2o1 (stereo not drawn)	0.8	-1	-0.7	0.6	-0.5	6	-1	0.9	0.7	-3.2	3
Cc1cccc(-c2noc(CSc3ccccc3)n2)c1	10	5	3.2	-2.9	0.2	12	3	1.4	1.3	2.1	1
CC(=O)Nc1ccc(Nc2cc(C)nc3c(-c4ccc(Cl)cc4)c(C)nn23)cc1	-2.1	2	0.3	0.5	-1.2	-3	7.9*	0.2	-1.1	-1.8	2
COc1ccc(C(=O)CNc2cccc(F)c2)cc1	1.3	0	4.6	-1.2	-1.0	4	6	0.1	1.9	1.6	1
CCOc1ccc(-n2cc(C(=O)N3CCN(C)CC3)c3cc(OC)c(OC)cc3c2=O)cc1	0.0	0	0.3	-1.7	-1.1	-2	-2	0.6	-0.6	-0.6	3
Cc1cc(=O)n2c3ccccc3n(C)c2n1	-1.4	-12	4.8	-0.1	-0.8	-29	1	-0.2	1.6	-2.3	-1
CSc1ncccc1C(=O)OCC(=O)Nc1nc(C)c(Cl)cc1Cl	-1.9	-1	-0.7	0.2	-0.9	-13	-4	-0.4	0.1	-0.5	-5
COc1cc(C(=O)Nc2nc3ccc(C)cc3s2)ccc1OCc1c(C)noc1C	-1.4	4	-4.1	12*	-1.1	-6	-3	0.1	-0.9	-0.7	2
Cc1ccc(S(=O)(=O)c2c(N)n(CCCN(C)C)c3nc4ccccc4nc23)cc1	0.1	i	1.6	1.4	-1.6	i	-1	-0.2	0.9	-1.9	0
CC(C)Nc1nc(Nc2ccc(C(N)=O)cc2)c2sccc2n1	-2.1	-5	0.3	0.2	-1.1	-13	-1	-2.2	x	-0.1	6
COc1ccc(CNC(=O)CS(=O)(=O)Cc2nc(-c3ccc(OC)cc3)oc2C)cc1	2.0	2	-0.8	-0.3	-1.3	9	-3	0.6	0.1	-1.5	-4
CC(C)(C)NC(=O)NC(=O)CN1CCN(S(=O)(=O)/C=C/c2ccccc2)CC1	-0.1	2	-0.3	0.8	-1.2	4	-2	-0.5	-0.5	-2.8	0
CCOc1ccc(C(=O)NCC(=O)N2CCCCCCC2)cc1	-0.6	-1	-2.5	-0.9	-1.2	1	-1	0.1	0.1	-0.9	0
CCOC(=O)C1=NNC(C(=O)c2ccccc2)C1c1ccc(Cl)cc1 (stereo not drawn)	-0.4	1	-0.9	-0.3	-1.6	-5	1	0.0	-0.1	0.1	-15
COC(=O)C1CCN(C(=O)C2CCCCC2)CC1	-1.3	-4	-2.3	-0.3	-1.3	-9	-2	-0.1	1.6	-2.4	4
Clc1ccc(Cc2ccc(SCc3ccccc3)nn2)c(Cl)c1	-0.3	2	3.3	-0.4	-2.1	4	1	-1.1	-0.1	0.9	-1
Cn1c(=O)oc2cc(S(=O)(=O)NCc3cccnc3)ccc21	1.4	-1	-0.3	0.7	0.1	-1	1	0.0	-0.2	1.2	0
Cc1cc(NC(=O)COc2ccc3c(C)c(C)c(=O)oc3c2)no1	1.2	-32	-1.0	-1.8	-1.4	-154	4	1.8	1.6	-1.8	0

Two of the compounds above, with each value named:
SMILES: Cc1cc(=O)[nH]c(SCC(=O)N2CCCC(C)C2)n1 (stereo not drawn)
  hgDAF12 agonist: -2.5 | ADAM17 inh: 0 | FXN GAA850 act: 1.5 | PG9 Ab binder: -2.4 | ssDAF12 agonist: -0.8 | ADAM10 inh: 7 | SMARCA2 activ: 2 | DAX1 inh-1: 0.0 | DAX1 inh-2: -0.2 | hcDAF-12 act: -1.6 | GC-A act: -4
SMILES: S=c1sc2c(Cl)ncnc2n1-c1ccccc1
  hgDAF12 agonist: -2.3 | ADAM17 inh: -1 | FXN GAA850 act: 2.9 | PG9 Ab binder: 1.2 | ssDAF12 agonist: -2.8 | ADAM10 inh: -3 | SMARCA2 activ: -8 | DAX1 inh-1: -1.0 | DAX1 inh-2: -3.0 | hcDAF-12 act: -1.5 | GC-A act: -43

Looked up above.
CC(=O)Nc1ccc(S(=O)(=O)Nc2nc3ccccc3nc2Nc2ccc(S(N)(=O)=O)cc2)cc1 in GC-A act reads 5
Cn1c(=O)oc2cc(S(=O)(=O)NCc3cccnc3)ccc21 in ssDAF12 agonist reads 0.1
Cn1c2ccccc2c2nnc(SCc3ccc4nonc4c3)nc21 in ADAM10 inh reads 0

The order is random (roughly 6.8% active in at least one column).
